HIF act = HIF pathway transcriptional activation. U2OS HRE-luciferase reporter, luminescence; normalized: DMSO 0%, desferrioxamine 100%. activation, % at 7.5 µM (by protocol). 0.32% of 300,000 active. AID 1910;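 active = mean activation of at least 10% of the iron chelator positive control signal, with at least half of replicates also reaching 10%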
MrgX1 agonist = agonists of human MrgX1 receptor. MrgX1-HEK293 cells, Fluo-4 calcium fluorescence, agonist mode; stronger effect = higher value. B-score at 10 µM. Q96LB2. 0.44% of 310,000 active;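 active = calcium response B-score plate-corrected fluorescence ratio at least 3 library SD, with starting fluorescence B-score inside 5 SD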
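Test system: HEK293 cells stably expressing human MrgX1 receptor; Input: fifteen thousand cells per well; Dosing: compound delivered in addition one of three; Schedule: overnight seeding, then 1 h dark dye loading; Technique: Fluo-4 NW calcium fluorescence; Measure: B-scored fluorescence response ratio; Controls: positive and negative controls per plate.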
MrgX1 antagonist = antagonists of human MrgX1 receptor; MRGX1-HEK293 calcium flux, Fluo-4, BAM8-22 antagonism; stronger effect = lower value; B-score at 10 µM; 1.3% of 310,000 active;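 active = calcium-response B-score plate-corrected more than 3 library SD below zero, starting fluorescence within 5 deviations, no agonist response on first addition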;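 also: peak minus trough fluorescence over baseline after final BAM8-22 challenge near maximal dose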
MrgX1 PAM = allosterically activates human MrgX1 receptor signaling; Q96LB2; MrgX1-HEK293, Fluo-4 calcium flux, FDSS; stronger effect = higher value; B-score at 10 µM; 0.63% of 310,000 active; AID 588675;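 active = plate-corrected calcium response at least 3 library SD above typical, normal starting fluorescence, not activating the receptor alone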;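 also: compound read alongside a low EC10 to EC30 dose of BAM8-22 agonist; peak minus trough fluorescence over baseline measured at the second addition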
TRPC4 inh = inhibitors of mouse TRPC4 channel; Q9QUQ5; HEK293 TRPC4beta/mu-opioid, DAMGO-evoked Fluo4 calcium flux; stronger effect = lower value; 0.39% of 300,000 active; B-score at 10 µM;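 active = B-score over 3 SD under the library average, no early fluorescence shift, positive overall ratio signal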
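Assay system: HEK293 cells with stable TRPC4beta plus mu-opioid receptor expression. Dosing: single dose. Measured by: Fluo4 Ca2+ flux fluorescence. Also added: DAMGO in two steps, submaximal then maximal. Read-out: B score from integrated Fluo4 fluorescence ratio.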
TRPC4 act = opens the mouse TRPC4 cation channel. HEK293 TRPC4beta/mu-opioid, Fluo4 calcium fluorescence; stronger effect = higher value. B-score at 10 µM. 0.49% of 310,000 active. AID 2237;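 active = B-score above 5 SD of library B-scores, and initial fluorescence ratio not above library mean plus 5 SD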;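 also: positive B-score marks a calcium rise read as TRPC4 activation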
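Assay system: HEK293 cells stably co-expressing mouse TRPC4beta and mu-opioid receptor / Timing: Fluo4 dye loading 45 min at room temperature, 110 s recording / Signal: Fluo4 calcium-sensitive dye fluorescence, kinetic, 1 Hz baseline / Read-out: integrated baseline-normalised fluorescence ratio, converted to per-well B score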
TRPC6 inh = blocks the mouse TRPC6 cation channel; B-score at 10 µM; Q61143; 1.1% of 310,000 active; HEK293-TRPC6, membrane potential dye, ACh-evoked depolarization; stronger effect = lower value;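 active = B-score under library mean minus 3 SD, initial fluorescence not abnormally high, positive integrated signal ratio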;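 also: B-score derived from integrated fluorescence ratio over the kinetic read; more negative B-score means stronger inhibition of depolarization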
Target sequence (Q61143 whole entry, looked up): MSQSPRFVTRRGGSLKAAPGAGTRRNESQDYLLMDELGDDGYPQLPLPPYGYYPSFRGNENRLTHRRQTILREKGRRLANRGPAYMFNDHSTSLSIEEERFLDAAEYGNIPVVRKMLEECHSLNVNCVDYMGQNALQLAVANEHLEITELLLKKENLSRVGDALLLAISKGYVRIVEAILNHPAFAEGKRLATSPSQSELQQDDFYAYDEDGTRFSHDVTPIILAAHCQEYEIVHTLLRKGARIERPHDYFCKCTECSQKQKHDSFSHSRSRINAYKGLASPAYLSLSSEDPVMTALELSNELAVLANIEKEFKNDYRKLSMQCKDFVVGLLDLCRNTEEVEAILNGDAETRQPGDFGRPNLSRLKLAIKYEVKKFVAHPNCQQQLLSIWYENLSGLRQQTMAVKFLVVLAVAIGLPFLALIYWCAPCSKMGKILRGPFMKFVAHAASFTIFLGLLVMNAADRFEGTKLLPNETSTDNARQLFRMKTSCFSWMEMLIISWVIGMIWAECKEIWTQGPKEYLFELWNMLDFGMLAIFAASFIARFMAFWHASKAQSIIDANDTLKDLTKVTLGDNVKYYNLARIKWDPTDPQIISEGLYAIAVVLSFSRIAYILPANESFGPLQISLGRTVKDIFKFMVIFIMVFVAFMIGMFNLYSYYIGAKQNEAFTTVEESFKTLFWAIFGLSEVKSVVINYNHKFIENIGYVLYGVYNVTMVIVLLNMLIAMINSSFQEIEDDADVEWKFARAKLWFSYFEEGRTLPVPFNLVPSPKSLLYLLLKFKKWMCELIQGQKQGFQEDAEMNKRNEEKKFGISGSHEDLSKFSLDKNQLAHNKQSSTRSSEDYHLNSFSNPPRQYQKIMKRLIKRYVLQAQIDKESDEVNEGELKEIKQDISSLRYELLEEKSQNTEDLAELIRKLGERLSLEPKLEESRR
TRPC6 act = activators of mouse TRPC6 channel. B-score at 10 µM. Q61143. HEK293-TRPC6 membrane potential dye fluorescence; stronger effect = higher value. 0.13% of 310,000 active;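 active = B-score of the integrated fluorescence ratio above library mean plus 3 SD, and starting fluorescence ratio within library mean plus 5 SD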;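 also: higher score means more depolarization so channel activation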
TRPC4 potent = TRPC4 (mouse) allosteric potentiation | Q9QUQ5 | HEK293 TRPC4beta/mu-opioid, DAMGO EC20, Fluo-4 Ca2+ flux; stronger effect = higher value | B-score at 10 µM | 0.42% of 310,000 active | AID 2227;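 active = B-score of calcium response area above 5 SD of library B-scores, with initial fluorescence ratio within 5 SD of library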;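 also: B-score of integrated fluorescence ratio over time as area under calcium response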
PolyA inhibitor = yeast polyadenylation inhibition; S. cerevisiae SKY197-pL101 polyadenylation reporter, beta-gal luminescence; efflux-impaired pdr1/pdr3 knockout yeast; score 100 = 6 SD above DMSO; calls only at 12 µM; 0.02% of 300,000 active;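 active = lowest replicate activity score at least 50, where 100 means six control SD above control mean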;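 also: yeast exposed to compound for 9 h at 30 °C; higher score means more reporter readthrough which indicates perturbed polyadenylation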
AI-2 QS modul = Vibrio harveyi AI-2 quorum sensing modulation. 0.4% of 300,000 active. Vibrio harveyi JMH597 AI-2 luminescence/OD600 ratio, 9 h; stronger effect = lower value; strain lacks LuxN and CqsS sensors; 0 = neutral-control median. activity change, % at 7.5 µM; in the data active = activity change below about -75%, passing the limit was not always enough;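 also: luminescence divided by OD600 gain over 9 h not by final OD600 alone; inactives centre near 13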
An asterisk follows results filed as active; i = inactive; · = not tested or not shown. Some of the compounds tested. The share of hits here may be higher or lower than overall.

SMILES | HIF act | MrgX1 agonist | MrgX1 antagonist | MrgX1 PAM | TRPC4 inh | TRPC4 act | TRPC6 inh | TRPC6 act | TRPC4 potent | PolyA inhibitor | AI-2 QS modul
C/C(=N\NC(=O)CSCc1ccccc1Br)c1cccc([N+](=O)[O-])c1 | 0.6 | i | i | i | i | i | i | i | i | i | 21
COc1ccc(Cl)cc1NS(=O)(=O)c1ccc(S(=O)(=O)N2CCCC2)cc1 | 0.3 | i | i | i | i | i | i | i | i | i | 25
Nc1ccc2c(c1)COc1ccccc1O2 | 1.9 | i | i | i | i | i | i | i | i | i | -3
O=S(=O)(O)c1cc2oc(-c3ccccc3)nc2c2ccccc12 | -0.4 | i | i | i | i | i | i | i | i | i | 13
CCC[C@H](CN[C@@H](CNC)[C@H](C)CC)NCCc1cc(C(F)(F)F)cc(C(F)(F)F)c1 | -0.3 | i | i | i | i | i | i | i | i | i | 0
COc1ccc(-n2nnnc2SCC(=O)N2CCOCC2)cc1 | 0.4 | i | i | i | i | i | i | i | i | i | 27
O=C(CN1C(=O)/C(=C/c2ccccc2F)SC1=S)NC1C=CS(=O)(=O)C1 (stereo not given) | -0.1 | i | i | i | i | i | i | i | i | i | 39
CCCOc1ccc(C2C(=O)N(C3CCCCC3)CC(=O)N2CCCOCC)cc1OC (stereo not given) | 0.2 | i | i | i | i | i | i | i | i | · | 9
O=C(Cc1ccc(Cl)c(Cl)c1)Nc1ccc(S(=O)(=O)Nc2ncccn2)cc1 | -0.1 | i | i | i | i | i | i | i | i | i | -59
O=C(CSCC(=O)Nc1nccs1)Nc1ccccc1 | 0.3 | i | i | i | i | i | i | i | i | i | 0
O=C(NC1CCCC1)C1CCC(=O)N1CCc1ccccc1 (stereo not given) | -0.5 | i | i | i | i | i | i | i | i | i | 21
O=C(c1nc(-c2ccccc2)n(-c2ccccc2)n1)N1CCCCCC1 | -0.3 | i | i | i | i | i | i | i | i | i | 11
COc1ccccc1-c1nnc2sc(COc3ccc(Cl)cc3)nn12 | -28 | i | i | i | i | i | i | i | i | i | 7
CCOc1ccc(C(=O)N2CCN=C2SC)cc1OCC | -0.1 | i | i | i | i | i | i | i | i | i | 21
CC(C)c1ccc(N(C(=O)C(F)(F)F)C(C(=O)NC2CCCCC2)c2ccncc2)cc1 (stereo not given) | -0.3 | i | i | i | i | i | i | i | i | i | 20
O=C1CCC([N+](=O)[O-])C(C2CC=CCC2)N1 (stereo not given) | -0.2 | i | i | i | i | i | i | i | i | i | 40
CC(C)C1Cc2c(sc3[nH]c(=S)n(Cc4ccccc4)c(=O)c23)CO1 (stereo not given) | -8.1 | i | i | i | i | i | i | i | i | i | -2
O=C(c1cccnc1Cl)N(Cc1ccccc1)Cc1ccccc1 | -0.4 | i | i | i | i | i | i | i | i | i | -13
COc1cc(/C=C/C(=O)OCC(=O)Nc2cc(C)c(C)cc2[N+](=O)[O-])ccc1O | -0.6 | i | i | i | i | i | i | i | i | i | 9
Cc1cc(Nc2ccccc2)n2nc(C)c(-c3ccccc3)c2n1 | 2.8 | i | i | i | i | i | i | i | i | i | 13
CCOc1ccc(C2N(c3ccc(OC)cc3)C(=O)C3CCCN32)cc1OC (stereo not given) | 0.4 | i | i | i | i | i | i | i | i | i | 35
Cc1noc(C)c1C(=O)N1CCN(Cc2ccc3c(c2)OCO3)CC1 | -0.1 | i | i | i | i | i | i | i | i | i | 8
O=C(Nc1cccc(S(=O)(=O)NC2=NCCCCC2)c1)C1COc2ccccc2O1 (stereo not given) | 0.0 | i | i | i | i | i | i | i | i | i | 17
Cc1ccc(OCC(=O)NNC(=S)NC(=O)C2CCCCC2)c(C)c1 | -0.4 | 48* | i | i | i | 54* | i | i | i | i | 31
COc1ccc(/C=N/N=C2/NC(=O)C(CC(=O)O)S2)cc1OS(=O)(=O)c1ccccc1 (stereo not given) | -0.1 | i | i | i | i | i | i | i | i | i | 17
CC(C)c1ccc(/C=N/NC(=O)c2nnn(-c3nonc3N)c2CN(C)C2CCCCC2)cc1 | 0.2 | i | i | i | i | i | i | i | i | i | 7
CC(Oc1ccc(F)cc1)C(=O)Nc1cc(Cl)ccc1-n1cncn1 (stereo not given) | 0.2 | i | i | i | i | i | i | i | i | i | 5
N#Cc1cc(C#N)c(N2CCN(c3cccc(Cl)n3)CC2)nc1N | 3.1 | i | i | i | i | i | i | i | i | i | 9
COc1cccc(C(=O)NNC(=O)Cc2csc(N)n2)c1 | -0.3 | i | i | i | i | i | i | i | i | i | 3
CC1(C)Cc2c(sc3nc4n(-c5ccccc5)c(=O)c(CCC(=O)O)nn4c(=O)c23)CO1 | 0.0 | i | i | i | i | i | i | i | i | i | 17
CN(C)/C=C/C(=O)c1ccc2noc(-c3cccc(F)c3)c2c1 | -1.5 | i | i | i | i | i | i | i | i | i | 12
Cc1ccc(NC(=O)c2c(Cl)n(C)c3ccccc23)cc1 | 3.6 | i | i | i | i | i | i | i | i | i | 5
C/C(=C\c1ccc2c(c1)OCO2)C(=O)c1c(C)cc(C)[nH]c1=O | 0.6 | i | i | i | i | i | i | i | i | i | -13
COc1ccc(OC)c(C(=O)CC2OC(=O)c3ccccc32)c1 (stereo not given) | -0.3 | i | i | i | i | i | i | i | i | i | -2
Cc1ccc(-c2nn(-c3ccccc3)cc2/C=N/NC(=O)c2ccc(Br)o2)cc1 | 3.6 | i | i | i | · | · | · | · | · | i | 27
CC(=O)/C=C\c1ccc(OC(=O)c2cccnc2)cc1 | -1.1 | i | i | i | i | i | i | i | i | i | 19
COc1ccc(/C=C(\C#N)C(=O)OCC(=O)NCc2ccccc2)cc1 | 0.3 | i | i | i | i | i | i | i | i | i | 35
CC(=O)Nc1ccc(S(=O)(=O)NNC(=O)c2sc(=S)n(C)c2C)cc1 | -0.2 | i | -4.6* | i | i | i | i | i | i | i | 7
Cc1cc(S(=O)(=O)N2CCN(c3ccc(F)cc3)CC2)ccc1-n1cnnn1 | -0.2 | i | i | i | i | i | i | i | i | i | -1
Cc1cc(C)cc(OCC(=O)N2CCCCCC2)c1 | -0.3 | i | i | i | i | i | i | i | i | i | 3
N=C(N)SCc1cn2ccccc2n1 | 0.3 | i | i | i | i | i | i | i | 16* | i | 1
CC(C)(Nc1ccccc1)C(=O)c1ccccc1 | -0.3 | i | i | i | i | i | i | i | i | i | 7
Cc1ccc(C)c2[nH]c(=O)c(CN(Cc3ccco3)C(=O)Nc3ccccc3)cc12 | -0.4 | i | i | i | i | i | i | i | i | i | 12
COCc1nnc(NS(=O)(=O)c2c(C)cc(C)cc2C)s1 | -0.9 | i | i | i | i | i | i | i | i | i | 19
CN(Cc1ccccc1)C(=S)Nc1cccnc1 | -0.2 | i | i | i | i | i | i | i | i | i | 3
Cc1ccccc1NS(=O)(=O)c1ccc(Cl)cc1 | -0.2 | i | i | i | i | i | i | i | i | i | 6
CC1CCN(C(=O)/C=C/c2ccc(C(C)(C)C)cc2)CC1 | 1.2 | i | i | i | i | i | i | i | i | i | -89*
COc1ccc(S(=O)(=O)N2CCC(C(N)=O)CC2)c2ccccc12 | -0.6 | i | i | i | i | i | i | i | i | i | 20
CCOc1ccc(-c2c(C(=O)N/N=C/c3ccncc3)nnn2-c2nonc2N)cc1 | -0.5 | i | i | i | i | i | i | i | i | i | ·
CC(C)(C)c1ccc(C(=O)NC(CC(=O)O)c2ccc(OC3CCCC3)cc2)cc1 (stereo not given) | -0.8 | i | i | i | i | i | i | i | i | i | 19
O=C1NCCc2c1[nH]c1ccc([N+](=O)[O-])cc21 | 1.4 | i | i | i | i | i | i | i | i | i | 22
CCOc1ccccc1N1CC(C(=O)Nc2ccccc2N2CCCC2)CC1=O (stereo not given) | -1.2 | i | i | i | i | i | i | i | i | i | -3
Cc1c(NC(=S)NNC(=O)CCC(=O)O)c(=O)n(-c2ccccc2)n1C | 0.0 | i | i | i | i | i | i | i | i | i | 2
COc1ccc(-c2nc3ccccc3nc2-c2ccc(OC)c(OC)c2)cc1OC | -0.4 | i | i | i | i | i | i | i | i | i | 22
CC(C)c1ccc(C(=O)Nc2ccc(CN3CCOCC3)cc2)cc1 | 3.0 | i | i | i | i | i | i | i | i | i | 5
CC(=C1C2C=CC1C1C(=O)NC(=O)C21)c1ccccc1 (stereo not given) | -0.6 | i | i | i | · | i | i | i | i | i | 2
COc1ccc(NC(=O)c2ccc3[nH]c(=O)c(=O)[nH]c3c2)c(OC)c1 | 0.2 | i | i | i | i | i | i | i | i | i | 17
COc1ccc(-n2c(SCC(=O)Nc3cc(C)on3)nc3c(c2=O)SCC3)cc1OC | -0.3 | i | i | i | i | i | i | i | i | i | 6
Cn1c(=O)c(C(=O)NCCc2ccccc2)c(O)c2ccccc21 | -0.2 | i | i | i | i | i | i | i | i | i | -1
CC1Sc2ccc(S(=O)(=O)N3CCC(C(=O)NCc4ccc(Cl)cc4)CC3)cc2NC1=O (stereo not given) | -0.2 | i | i | i | i | i | i | i | i | i | 19
N/C(Cc1cccc2ccccc12)=N\OC(=O)c1ccc2c(c1)OCO2 | -0.1 | i | i | i | i | i | i | i | i | i | 14
O=C(CC1CCCCC1)NCc1ccc(F)cc1 | 1.0 | i | i | i | i | i | i | i | i | i | -7
O=C1CSC(c2cccnc2)N1C1CCCCC1 (stereo not given) | -0.9 | i | i | i | i | i | i | i | i | i | 29

In the list so far, these have a cyano group:
SMILES | HIF act | MrgX1 agonist | MrgX1 antagonist | MrgX1 PAM | TRPC4 inh | TRPC4 act | TRPC6 inh | TRPC6 act | TRPC4 potent | PolyA inhibitor | AI-2 QS modul
N#Cc1cc(C#N)c(N2CCN(c3cccc(Cl)n3)CC2)nc1N | 3.1 | i | i | i | i | i | i | i | i | i | 9
COc1ccc(/C=C(\C#N)C(=O)OCC(=O)NCc2ccccc2)cc1 | 0.3 | i | i | i | i | i | i | i | i | i | 35

Screening results (PubChem)
